EPAC2 ag – qHTS for Agonist of cAMP-regulated guanine nucleotide exchange factor 4 (EPAC2): primary screen. Rap guanine nucleotide exchange factor 4 (Homo sapiens), Q8WZA2. EPAC2 activation, biochemical qHTS; response scale: 100% = 6.5 mM cAMP response. Potency, µM (highest dose often 154 µM), without a hit: at the top dose activation, most hits filed as activators. 360,000 compounds, 0.079% hits; further: potency means the concentration at half of the fitted maximal effect; nearly all actives have a fitted effect of over 50% in size
Target sequence (Q8WZA2 whole entry, looked up): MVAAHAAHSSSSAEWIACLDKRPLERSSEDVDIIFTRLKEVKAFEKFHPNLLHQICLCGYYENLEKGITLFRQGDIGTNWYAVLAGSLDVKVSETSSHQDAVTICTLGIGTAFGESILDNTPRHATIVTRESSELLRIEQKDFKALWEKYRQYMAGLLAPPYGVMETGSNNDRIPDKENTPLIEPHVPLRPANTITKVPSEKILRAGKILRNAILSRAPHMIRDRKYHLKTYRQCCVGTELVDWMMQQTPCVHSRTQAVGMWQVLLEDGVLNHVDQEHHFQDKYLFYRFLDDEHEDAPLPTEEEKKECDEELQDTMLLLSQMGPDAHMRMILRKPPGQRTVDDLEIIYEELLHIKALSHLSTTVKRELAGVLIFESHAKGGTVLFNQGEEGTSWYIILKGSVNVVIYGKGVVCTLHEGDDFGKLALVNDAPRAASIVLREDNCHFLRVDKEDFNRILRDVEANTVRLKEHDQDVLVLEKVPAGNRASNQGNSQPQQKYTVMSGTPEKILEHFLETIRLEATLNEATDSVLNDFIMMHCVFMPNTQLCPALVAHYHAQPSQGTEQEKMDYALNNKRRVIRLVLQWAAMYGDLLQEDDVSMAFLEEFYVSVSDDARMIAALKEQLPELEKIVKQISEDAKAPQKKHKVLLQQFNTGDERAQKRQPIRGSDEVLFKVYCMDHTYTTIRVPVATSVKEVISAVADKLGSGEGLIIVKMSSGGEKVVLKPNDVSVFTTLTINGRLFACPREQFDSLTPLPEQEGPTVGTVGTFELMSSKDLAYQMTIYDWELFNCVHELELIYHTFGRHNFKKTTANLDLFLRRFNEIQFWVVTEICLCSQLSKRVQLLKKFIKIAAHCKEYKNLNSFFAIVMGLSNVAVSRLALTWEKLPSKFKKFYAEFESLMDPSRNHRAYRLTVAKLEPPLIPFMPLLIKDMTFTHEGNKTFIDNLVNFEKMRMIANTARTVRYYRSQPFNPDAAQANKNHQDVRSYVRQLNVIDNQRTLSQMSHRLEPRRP
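Compounds were titrated in qHTS against a Rap1B-BODIPY-GDP (250 nM) complex with EPAC2 (100 nM) and GDP (50 uM). BODIPY-GDP release tracked at 480/540 nm over 30 min at room temperature, normalized to 6.5 mM cAMP.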
IL2 activator – qHTS of IL-2 Activators; IL-2 activation reporter assay, cell-based qHTS; stimulated with anti-CD3/CD4/CD28 beads; in transgenic mouse T cells; activation, % (series mostly up to about 46 µM); 360,000 compounds, 0.065% hits; AID 652025, 2013; in the data active means activation above about 50%; inconclusive means mostly about 30% to 49%; further: 0% is about no effect
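Unstimulated transgenic mouse T cells, 750 per well, received compound and, after 60 minutes, anti-CD3/anti-CD4 bead plus anti-CD28 stimulation. EGFP and DsRed were quantified after 18 hours.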
HepG2 viability – qHTS for Inhibitors of TGF-b: Cytotox Counterscreen. AID 588856, 2011. HepG2 CAGA-GFP viability, ATP luminescence, 18 h. 410,000 compounds, 0.76% hits. Potency, µM (highest dose often 46.1 µM), without a hit: top-dose activity change, negative = cytotoxicity, hits mostly cytotoxic; further: potency means the concentration at half of the fitted maximal effect; some results filed as inactive show a strong effect at the top dose
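HepG2 CAGA-GFP cells (1000/well, DMEM with 1% FBS) received compound, then TGF-beta at 500 pg/mL final, and were incubated 18 hours at 37 degrees C. Viability was read by CellTiter-Glo luminescence. Media-only wells were set as complete cell-killing and DMSO as no toxicity.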
S2 tox – Viability Counterscreen for Primary qHTS for Inhibitors of ATXN expression. S2 cells (HEK-293 line with an ATXN2-luciferase reporter) viability, CellTiter-Fluor protease fluorescence, 24 h. Potency, µM (doses to about 56.7 µM), actives largely listed as cytotoxic. 400,000 compounds, 0.49% hits. AID 651635, 2014; further: potency means the concentration at half of the fitted maximal effect; nearly all actives have a fitted effect of over 40% in size
ATXN2 expr inh – Primary qHTS for Inhibitors of ATXN expression | HEK-293 ATXN2-luciferase reporter, luminescence, 24 h | Potency, µM (titrated, usually from 57 µM), for the others: at the highest dose activity change, negative = inhibition, hits mostly inhibitors | 360,000 compounds, 0.72% hits; further: potency means the concentration at half of the fitted maximal effect; on the % scale 0 is the no-effect control and ±100 the full control effect; nearly all actives have a fitted effect of over 55% in size
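ATXN2-luciferase reporter cells (luciferase flanked by upstream and downstream ATXN2 gene portions) were treated 24 h at 37 °C with compounds at up to 57 uM. SteadyGlo luminescence gave expression; GF-AFC fluorescence gave viability.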
Nrf2 activator – qHTS of Nrf2 Activators. 410,000 compounds, 0.31% hits. AREc32 ARE-luciferase reporter (MCF7-derived line), luminescence, 24 h. Potency, µM (doses to about 46.1 µM), without a hit: at the highest dose activation, most hits filed as activators; further: potency means the concentration at half of the fitted maximal effect; % of control where 0% means no effect; nearly all actives have a fitted effect of over 65% in size
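Cells of the AREc32 ARE-luciferase line are plated in OPTI-MEM containing 5% FBS and left overnight at 37 deg C. Compounds are pinned in, incubation continues 24 hr, and firefly luciferase signal is then measured.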
Nrf2 inh – Nrf2 qHTS screen for inhibitors. A549 ARE-Fluc reporter, luciferase luminescence, 18-24 h. Potency, µM (top dose mostly 46 µM), without a hit: at the highest dose activity change, negative = inhibition, usual class: inhibitors. 360,000 compounds, 2.1% hits; further: potency means the concentration at half of the fitted maximal effect; on the % scale 0 is the no-effect control and ±100 the full control effect; nearly all actives have a fitted effect of over 60% in size
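A549 ARE_Fluc cells, 5000/well, 5% FBS OPTI-MEM; compounds in dose-response, 18-24 h at 37 °C/5% CO2; CellTiter-Fluor viability read (Ex 405/Em 525), then BugLite luciferase luminescence = Nrf2 activity.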
A549 viability – Nrf2 qHTS screen for inhibitors: counterscreen for cytotoxicity; 390,000 compounds, 0.16% hits; Potency, µM (top dose mostly 46 µM), for inactives: at the highest dose activity change, negative = cytotoxicity, most hits filed as inhibitors; AID 504648, 2011; A549 ARE-Fluc cells, CellTiter-Fluor viability, 18-24 h; further: potency means the concentration at half of the fitted maximal effect; on the % scale 0 is the no-effect control and ±100 the full control effect
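A549 ARE-Fluc cells in 5% FBS OPTI-MEM, 5000 cells/well, rested 2 h then exposed to compounds in concentration-response for 18-24 h at 37 °C. Viability by CellTiter-Fluor fluorescence (Ex 405/Em 525) after 30 min; luciferase luminescence (BugLite, 15 min, RT) read afterwards.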
TGFb inhibitor – qHTS for Inhibitors of TGF-b. HepG2 CAGA-GFP TGF-b/SMAD3 reporter, GFP fluorescence, 18 h; TGF-beta stimulated, 500 pg/mL final. Potency, µM (doses to about 46.1 µM), inactives show at the highest dose activity, negative = inhibition, most hits filed as inhibitors. 410,000 compounds, 1.2% hits. AID 588855, 2011; further: potency means the concentration at half of the fitted maximal effect; on the % scale 0 is the no-effect control and ±100 the full control effect; nearly all actives have a fitted effect of over 65% in size
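HEPG2 CAGA-GFP, 1000 cells/well; 2 h settle, 37 C; cpd via pin tool; TGF-b 500 pg/mL final; 18 h, 37 C; GFP imaging ex488/em500-530; %Activity normalised to -TGF-b and +DMSO controls; CRC fit, curve class.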
* hit, by the source's call; i = inactive; ? = inconclusive; . = no result given; [ ] = remark or other dose. Unless noted, the call rests on the fitted dose curve; in most records, active means well fitted curve in the direction sought with a large enough effect; inconclusive means small, poorly fitted or top-dose-only effect, or another doubt; inactive means no such curve, though single readings can be large; an effect the other way counts as inactive or inconclusive.

SMILES	EPAC2 ag	IL2 activator	HepG2 viability	S2 tox	ATXN2 expr inh	Nrf2 activator	Nrf2 inh	A549 viability	TGFb inhibitor
COc1ccccc1NC(=O)CSc1nnc(Cn2cnc3ccccc32)n1C	3%	2.0	0%	i	2%	-0.1%	1%	0%	-5%
CC(=O)CCn1cc([N+](=O)[O-])nc1C	6%	-0.6	-10%	i	-4%	-0.1%	-7%	-7%	2%
O=C(Nc1cccc(Br)c1)c1ccc(CN2CCc3ccccc3C2)cc1	25%	-0.2	-18%	i	-32%	8.5%	8.2µM*	-18%	?
Cc1nn2cnnc2c(C)c1Cc1c(F)cccc1Cl	8%	6.6	0%	i	12%	-0.7%	-7%	-12%	-2%
CC1Cc2nc(SCC(=O)Nc3nc4ccccc4s3)n(C)c(=O)c2S1 (centres undefined)	15%	-4.4	-41%	?	?	7.4%	?	-8%	?
O=C(NCc1ccncc1)C(=O)C1C(=O)Nc2ccccc21 (centres undefined)	16%	-0.3	-7%	i	-22%	2.8%	10%	3%	-3%
CCN1CCC(NCCc2ccc(F)cc2)CC1	2%	0.0	-36%	i	-18%	-0.1%	2%	?	-22%
CN(C)c1ccc(/C=C(\NC(=O)c2ccccc2)C(=O)NCc2ccncc2)cc1	3%	1.5	0%	i	2%	-0.1%	6%	-1%	16%
O=C1OCc2cccc3cccc1c23	8%	-2.9	-2%	i	-2%	-0.3%	.	-19%	-21%
O=C(Nc1cccc([N+](=O)[O-])c1)NC1CCS(=O)(=O)C1 (centres undefined)	1%	0.7	-3%	i	-4%	26%	-3%	0%	-1%
O=C(CCN1C(=O)/C(=C/c2ccc3c(c2)OCO3)SC1=S)Nc1cccc(C(=O)O)c1	15%	4.6	15%	i	6%	0.1%	1%	-8%	-9%
O=C(N/N=C/c1ccc(O)cc1O)/C(=C/c1ccccc1)CCO	5%	1.5	-26%	?	10µM*	0.4%	?	-8%	?
COc1ccc(CCNC(=O)CN(c2ccccc2)S(=O)(=O)N(C)C)cc1	.	.	5%	?	-26%	-0.4%	6%	-5%	-2%
CC(NC1CCCC1)c1ccccc1 (centres undefined)	3%	-3.8	-25%	i	-16%	-0.7%	22%	-4%	9%
O=C(COc1cc(F)ccc1[N+](=O)[O-])NCCCc1ccccc1	8%	-2.4	1%	i	-11%	-0.2%	-6%	-7%	?
O=C(NC(Cc1ccccc1)C(=O)OCC(=O)N1CCc2ccccc21)c1ccco1 (centres undefined)	?	-0.7	-4%	i	3%	6.3%	6%	-3%	?
O=C(NCc1ccc(F)cc1)c1ccc(CS(=O)(=O)Cc2ccccc2F)o1	2%	-0.6	-6%	i	-12%	2.7%	?	-6%	0%
Cc1cc(C2C(C#N)=C(N)OC3=C2C(=O)CCC3)c(C)s1 (centres undefined)	6%	-1.3	2%	i	-9%	2.9%	-4%	-6%	-28%
[O-][n+]1c2ccccc2[n+]([O-])c2cc(O)ccc21	8%	-3.9	-41%	?	-47%	-0.5%	?	-15%	-2%
O=C(NCCSCc1ccco1)c1ccc(CN2CCOCC2)cc1	-6%	-0.3	-5%	i	39%	2.7%	?	-2%	-6%
Cc1ccc(OCc2nc(-c3ccc(C(=O)N4CCN(c5cc(Cl)ccc5C)CC4)cc3)oc2C)cc1	.	.	11%	i	-2%	-1.2%	?	8%	2%
COc1cc(S(=O)(=O)NCC(c2ccco2)N2CCCCC2)ccc1NC(C)=O (centres undefined)	-3%	-2.4	-2%	i	-4%	-0.9%	5%	-5%	4%
Cc1ccc(-c2nnc(SCc3nc4ccccc4[nH]3)n2Cc2ccco2)cc1	4%	-2.3	0%	i	-23%	-1.4%	.	17%	-5%
CCCn1c(SCC(=O)c2cc(OC)ccc2OC)nc2c1c(=O)n(C)c(=O)n2C	-10%	-2.6	-9%	i	2%	0.3%	21%	-1%	?

Single records, as listed above:
Entry for COc1ccccc1NC(=O)CSc1nnc(Cn2cnc3ccccc32)n1C = EPAC2 ag: 3%; IL2 activator: 2.0; HepG2 viability: 0%; S2 tox: i; ATXN2 expr inh: 2%; Nrf2 activator: -0.1%; Nrf2 inh: 1%; A549 viability: 0%; TGFb inhibitor: -5%
Entry for O=C(Nc1cccc([N+](=O)[O-])c1)NC1CCS(=O)(=O)C1 (centres undefined) = EPAC2 ag: 1%; IL2 activator: 0.7; HepG2 viability: -3%; S2 tox: i; ATXN2 expr inh: -4%; Nrf2 activator: 26%; Nrf2 inh: -3%; A549 viability: 0%; TGFb inhibitor: -1%

Remaining list, next part.
SMILES	EPAC2 ag	IL2 activator	HepG2 viability	S2 tox	ATXN2 expr inh	Nrf2 activator	Nrf2 inh	A549 viability	TGFb inhibitor
O=C(O)CCNc1ccc(Cl)cc1	4%	0.8	12%	i	-3%	-0.8%	-16%	-4%	7%
CCOc1ccc(CN2CCN(c3ncnc4scc(-c5ccccc5)c34)CC2)cc1	7%	-5.0	3%	i	-27%	2.6%	?	-16%	7%
CCOC(=O)c1nc(NCc2ccc(Cl)cc2)c2c(C)noc2n1	.	.	-4%	i	-4%	-1.1%	.	-1%	-14%
Cn1c(Cc2ccc3c(c2)OCO3)nnc1SCC(=O)N1CCc2ccccc2C1	10%	-0.3	-21%	i	-3%	-0.4%	.	2%	3%
N#Cc1c(NC(=O)Cn2c(=O)oc3ccccc32)oc(-c2ccccc2)c1-c1ccccc1	-2%	-0.4	8%	i	2%	1.9%	-24%	-10%	?
NS(=O)(=O)c1ccc(CCNCc2ccccc2OCc2ccc(F)cc2)cc1	5%	-1.7	-50%	i	-37%	-0.5%	?	?	-21%
CN(CC(=O)NCc1ccc(Cl)cc1)S(=O)(=O)c1ccc2[nH]c3c(c2c1)CCCC3	.	.	-8%	?	?	-0.1%	16µM*	-24%	?
O=C(CSc1n[nH]c(=O)[nH]c1=O)N/N=C/c1ccccc1O	-3%	-0.5	7%	?	-11%	0.1%	4%	7%	?
CC(=NC1CC1)c1c(-c2ccccc2)[nH]n(-c2nc3ccccc3s2)c1=O	11%	-2.4	6%	i	13%	2.7%	.	-14%	-4%
COc1ccc(-c2nnc(N(C)C(=O)C3CCOC3)s2)cc1 (centres undefined)	-39%[inhibitor][15.6 µM]	-0.6	1%	i	3%	0.4%	-3%	-1%	-1%
Cc1ccc(-n2nc3c(N4CCC(C(=O)NCc5ccccc5C)CC4)nnc(C)c3c2C)cc1	-9%	-2.1	-95%	?	?	9.9%	?	?	18µM*
Cc1c(Cl)cccc1NC(=O)CSc1nnc(CCNC(=O)OC(C)(C)C)o1	-6%	-1.1	-10%	?	0%	0.2%	-11%	3%	-3%
Cc1cc(C)cc(NC(=O)C2COc3ccccc3O2)c1 (centres undefined)	15%	-3.0	-35%	i	.	3.1%	.	.	3%
O=C(O)c1ccc2c3c(cccc13)C(=O)N(OS(=O)(=O)c1ccccc1)C2=O	4%	0.9	-21%	i	5%	0.7%	-7%	-17%	0%
CCCn1c(SCc2nc(-c3ccccc3OCC)no2)nnc1-c1ccc(Cl)cc1	.	.	-15%	?	?	-2.5%	?	?	?
O=C(Nc1ccc(S(=O)(=O)NC2=NCCCCC2)cc1)c1ccc(C(F)(F)F)cc1	1%	0.0	-20%	?	.	0.3%	?	0%	-31%
CCCC(=O)Nc1ccc2oc(-c3ccc(O)c(Br)c3)nc2c1	.	.	-10%	i	61%[activator]	4.9%	?	-3%	0%
NS(=O)(=O)c1ccc(NC(=O)c2csnn2)cc1	.	.	4%	i	16%	1.0%	0%	-3%	2%
Cc1sc2nc(CSCC(=O)Nc3c(Cl)cccc3Cl)[nH]c(=O)c2c1C	-9%	0.3	-11%	i	-21%	0.4%	?	-2%	-20%
O=C(NNC(=S)Nc1ccccc1)c1cccnc1	1%	-1.6	-4%	i	4%	-0.3%	?	-5%	7%
O=C(N/N=C/c1cn(-c2ccccc2)nc1-c1cc2ccccc2o1)c1ccccc1Br	-1%	-4.4	-3%	i	53%[activator]	9.4%	?	2%	1%
CCCC(C)NC(=O)C1c2ccccc2Oc2ccccc21 (centres undefined)	3%	-0.1	-13%	i	-11%	1.1%	11%	9%	-26%
COc1ccc(-c2nnn(CC(=O)c3ccc4c(c3)OCCO4)n2)cc1OC	12%	-1.8	-18%	i	-6%	-0.3%	-5%	-2%	9%
CC(=O)Nc1cc(NC(C)=O)cc(C(=O)NCC2(N3CCOCC3)CCCCC2)c1	7%	-0.6	3%	i	13%	-0.2%	-7%	-8%	11%
COc1ccc(C2CC(c3ccc(OC)cc3)n3nc(NS(C)(=O)=O)nc3N2)cc1 (centres undefined)	5%	-1.4	6%	i	12%	-0.1%	15%	3%	-3%
C/C(=N/NC(=O)CNC(=O)c1cccnc1)c1cccc([N+](=O)[O-])c1	0%	0.6	-1%	i	-13%	0.0%	?	1%	22%
COc1cc(C(=O)C(=O)c2ccc(OC)c(OC)c2)ccc1O	14%	-0.1	-1%	i	37%[activator]	0.6%	-11%	-5%	0%
CCOc1ccc2ccccc2c1C1NC(=O)N(C)C(C)=C1C(=O)OCCOC (centres undefined)	-5%	0.8	1%	i	.	0.2%	-8%	3%	2%
COc1ccc(OCC(=O)Nc2nc(-c3ccc(Br)cc3)ns2)cc1	.	.	-43%	.	.	2.9%	11%	0%	-2%
O=C(CN1C(=O)C2C3C=CC(C4CC34)C2C1=O)Nc1cccc2ncccc12 (centres undefined)	16%	-1.8	-2%	i	4%	2.5%	-3%	1%	13%

From PubChem BioAssay
